Insulin prom up – MIN6 insulin promoter up-regulation | MIN6 insulin promoter-GFP reporter, high-content imaging; stronger effect = higher value | z-score at 5 µM | hit rate 0.3% among 190,000 | AID 1625;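 active = z-score above 3 at 5 µM with at least 500 cells counted in the well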
MT stabilize HCS – microtubule stabilization, imaging screen; % tubulin-high responders, % at 10 µM; hit rate 0.83% among 200,000; HeLa tubulin immunostaining HCS, 24 h; share of cells brighter than vehicle mean+2SD;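 active = plate Z-score above 3 for both tubulin-high and condensed-nucleus cell shares, with cell loss under 80%, at 10 µM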;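 note: anti alpha tubulin signal scored within the nucleus-defined area of each cell; some results filed as inactive read as strong as hits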
Dynein transport – blocks dynein driven cargo transport along microtubules; 3617.4 mouse cells, GR-EGFP nuclear translocation imaging; test concentration mostly 20 µM; stimulated with dexamethasone, 1 µM; stronger effect = lower value; hit rate 0.47% among 220,000; AID 1381; z-score, hits read low;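 active = plate z-score of nuclear minus cytoplasmic receptor signal below a set negative limit, without overly bright fluorescence or cell loss, cut at about -3.5 in these data, passing the limit was not always enough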;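 note: z-score of nuclear minus cytoplasmic ring GR-EGFP intensity difference per well; some compounds called inactive have numbers as strong as hits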
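Buffer or medium: tet-free, stripped-serum medium; reagent: dexamethasone at 1.0 µM final, 30 min; incubation: 48 h induction, 1 h compound, 30 min dex at 37 °C; measured by: formaldehyde fixation, Hoechst nuclear stain, 10x automated fluorescence imaging; read-out: nuclear-to-cytoplasmic GR-EGFP distribution per well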
Hep lipid drop – hepatic lipid droplet formation modulation | hit rate 0.4% among 240,000 | AML12 mouse hepatocytes, oleate lipid droplets, BODIPY imaging | inhibition, % at 6.5 µM;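 active = lipid droplet intensity inhibited by at least 50%, with more than 500 cells counted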
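Material – mouse AML12 hepatocyte cell line, fixed after treatment · Compound dosing – one dose, 6.5 µM compound · Times – compound with oleate, overnight · Measured by – Image-based BODIPY and DAPI two-channel analysis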
ER stress rescue – rescue of cells from ER stress-induced death, primary screen, 384-well, CSM14.1, thapsigargin, ATP luminescence (AID 1222); CSM14.1 thapsigargin-induced death rescue, ATP luminescence; higher % means a stronger effect; cellular ATP content (survival), % at 20 µM; hits with a dose series show EC50 in µM; 190,000 tested, under 10 active;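 active = EC50 below 50 µM in the dose-response confirmation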;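 note: death triggered by thapsigargin at about 15 µM added after 2 h compound pretreatment; cell ATP read after overnight thapsigargin exposure of roughly 18 to 22 hours; normalized against plate controls of thapsigargin alone and 5% DMSO vehicle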
M1AAP inhibition – P. falciparum M1AAP inhibitors, biochemical, fluorogenic H-Leu-NHMec substrate, 1536-well (AID 1445); hit rate 0.42% among 220,000; inhibition, % at 30 µM; hits with a dose series show IC50 in µM; recombinant M1AAP, H-Leu-NHMec fluorogenic kinetic assay; higher % means a stronger effect;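 active = primary inhibition above the hit cutoff, then over 50% inhibition at one or more dose response concentrations, cut at about 23% in these data, passing the limit was not always enough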;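 note: plate controls were DMSO full reaction for no effect and no enzyme background for full effect; strong numbers were not always called active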
Yfh1-depleted yeast – mitochondrial function rescue without frataxin homolog – Friedreich's ataxia, plus single-dose screen, dose response (AID 1465); one-dose fold induction at 50 µM; EC50 in µM for titrated hits; hit rate 0.074% among 220,000; S. cerevisiae Yfh1-off respiration, WST-1 reduction, 72 h; higher fold induction means a stronger effect;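 active = fold induction of absorbance versus untreated yeast above a set limit, then at least 30% activation at any dose in follow-up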;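 note: activators that raise dye reduction in frataxin-depleted yeast; strong numbers were not always called active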
Autophagy HCS – modulators of autophagy. MEF GFP-LC3 puncta imaging; test concentration mostly 10 µM. calls only at 10 µM (by protocol). hit rate 0.98% among 190,000. AID 463193;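 active = percentage of spot-positive cells more than 3 SD above its plate mean, without a fluorescence outlier flag or 80% toxicity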;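 note: spot-positive cell cutoff set from DMSO-treated cells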
P. falciparum M17LAP – P. falciparum M17LAP inhibitors, primary screen, biochemical, fluorogenic H-Leu-NHMec substrate, 1536-well (AID 1619); recombinant M17LAP, H-Leu-NHMec fluorogenic kinetic assay; higher % means a stronger effect; inhibition, % at 30 µM; hits with a dose series show IC50 in µM; hit rate 0.38% among 220,000;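 active = compound inhibiting the enzyme by more than half at any dose during confirmatory dose-response retesting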;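 note: plate controls were full reaction with DMSO carrier for no effect and no enzyme background for full effect; strong numbers were not always called active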
Dynein transport cytoplasmic EGFP – second read-out of Dynein transport, no call of its own (marks repeat the call); z-score; measured here: cytoplasmic GR-EGFP intensity; stronger effect = higher value
Dynein transport nuclear GR-EGFP – further read-out of Dynein transport, marked with its call; z-score; measured here: nuclear GR-EGFP intensity;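 lower value marks the stronger effect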
Dynein transport cell count – second read-out of Dynein transport, no call of its own (marks repeat the call); z-score; measured here: cell count per field
Insulin prom up cell count – also measured in Insulin prom up; calls as there; cell count; measured here: cytotoxicity, nuclei count;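 total cells summed across four imaged fields per well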
Hep lipid drop cells 6.5 µM – further read-out of Hep lipid drop, marked with its call; cell count; measured here: cell count, cytotoxicity flag;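 cells counted across two imaged fields per well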
MT stabilize HCS Hoechst-high % – further read-out of MT stabilize HCS, marked with its call; % Hoechst-high responders; measured here: nuclear condensation Hoechst responders;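 share of cells brighter than vehicle mean plus two SD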
MT stabilize HCS cytotoxicity % – also measured in MT stabilize HCS; calls as there; toxicity, %; measured here: cytotoxicity by cell density;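 0% = mean cell density of plate MIN control wells and 100% = no cells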
Autophagy HCS cell loss 18 h – also measured in Autophagy HCS; calls as there; toxicity, %; measured here: cell loss, nuclei count;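 cell loss after 18 h compound exposure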
* marks the source's active call; other numbers are inactive results; i = inactive; nt = not tested or not shown; + = active, no number.

No.	molecule	Insulin prom up	Insulin prom up cell count	MT stabilize HCS	MT stabilize HCS Hoechst-high %	MT stabilize HCS cytotoxicity %	Dynein transport	Dynein transport cytoplasmic EGFP	Dynein transport nuclear GR-EGFP	Dynein transport cell count
1	NCCCCCC(=O)N/N=C/c1coc2ccccc2c1=O	nt	nt	nt	nt	nt	0.42	-0.24	0.64	0.38
2	O=c1c2ccccc2c(/C=N/c2ncn[nH]2)c(O)n1Cc1ccccc1	0.78	1508	3.8	1.3	4.9	-0.32	0.0008	-0.2	0.61
3	COc1cc(NC(=O)c2ccc3c(SCC(=O)O)c4c(nc3c2)CCCC4)cc(OC)c1OC	-0.59	1238	1.7	1.5	12	1.6	0.42	1.1	-1.3
4	COc1ccc(C2CC(=O)C(C=NCCCN3CCOCC3)=C(O)C2)cc1 (centres undefined)	1.4	1172	1.8	1.8	9.0	-1.2	-0.28	-0.39	0.98
5	Cc1nn(Cc2ccccc2)c(C)c1C(=O)OCC(=O)c1cc(C)n(CC(F)(F)F)c1C	-1.4	689	2.5	1.6	9.7	2.2	0.13	1.4	-1.8
6	Cc1ccc(Nc2ncccc2C(N)=O)cc1[N+](=O)[O-]	-0.3	1303	4.5	1.8	6.0	-0.15	-0.35	-0.23	0.22
7	CCOc1ccc(NC(=S)NC23CN4CN(CN(C4)C2)C3)cc1	0.26	1171	2.3	1.8	12	0.35	-0.22	-0.12	0.3
8	O=C(COC(=O)c1cc(Cl)ccc1Cl)NCCN1C(=O)CSC1=O	0.4	1312	1.7	3.2	5.8	-0.84	-0.15	-0.59	0.54
9	CC1CCCCN1S(=O)(=O)c1ccc(S(=O)(=O)NCCc2ccncc2)cc1 (centres undefined)	0.07	1018	3.2	1.1	5.5	-0.41	-0.23	-0.44	-0.89
10	CC1CCCCC1NC(=O)COC(=O)c1ccc(S(=O)(=O)N2CCOCC2)cc1 (centres undefined)	-1.2	1389	5.0	4.2	6.3	-0.81	-0.17	-0.17	-0.17
11	CC(C)CCN(C(=O)Cc1ccc(Cl)c(Cl)c1)c1c(N)n(Cc2ccccc2)c(=O)[nH]c1=O	-0.01	1224	5.0	3.7	9.4	-0.35	0.35	0.41	0.36
12	Cc1ccc(N(CC(N)=O)C2SC(=O)N(Cc3cccc(C(=O)O)c3)C2=O)cc1 (centres undefined)	0.17	1472	3.9	1.3	8.7	0.28	-0.23	0.4	-0.6

No.	Hep lipid drop	Hep lipid drop cells 6.5 µM	ER stress rescue	M1AAP inhibition	Yfh1-depleted yeast	Autophagy HCS	Autophagy HCS cell loss 18 h	P. falciparum M17LAP
1	5	709	nt	4%	i	nt	nt	4%
2	nt	nt	-0.6%	-10%	i	i	25	-57%
3	1	772	-1.2%	12%	i	i	11	8%
4	-8	650	nt	4%	i	i	7	10%
5	6	772	0.7%	1%	i	i	45	-6%
6	nt	nt	0.2%	4%	i	i	-11	1%
7	-16	623	-0.2%	3%	i	i	-2	10%
8	-5	678	-1.9%	-2%	i	i	-3	6%
9	2	788	1.6%	-1%	i	i	-2	10%
10	nt	nt	3.2%	-2%	i	i	9	-4%
11	-5	681	-0.8%	2%	i	i	11	2%
12	nt	nt	-1.7%	6%	i	i	7	41µM*

Copied from the list.
Insulin prom up cell count with `Cc1ccc(N(CC(N)=O)C2SC(=O)N(Cc3cccc(C(=O)O)c3)C2=O)cc1` (centres undefined) is entered as 1472
Hep lipid drop cells 6.5 µM with `O=C(COC(=O)c1cc(Cl)ccc1Cl)NCCN1C(=O)CSC1=O` is entered as 678

The list continues.
No.	molecule	Insulin prom up	Insulin prom up cell count	MT stabilize HCS	MT stabilize HCS Hoechst-high %	MT stabilize HCS cytotoxicity %	Dynein transport	Dynein transport cytoplasmic EGFP	Dynein transport nuclear GR-EGFP	Dynein transport cell count
13	COCC(C)n1c(C)cc(C(=O)CSc2nnnn2-c2ccc(O)cc2)c1C (centres undefined)	nt	nt	1.8	2.3	0.2	1.1	0.25	1.4	-1.2
14	COc1cc(CNc2nc(C)c([N+](=O)[O-])c(C)c2C#N)cc(OC)c1	-1.1	1674	3.6	2.4	3.3	-0.64	-0.15	0.1	1.2
15	O=C(Nc1c(C(=O)O)oc2ccc(Br)cc12)c1ccccc1	-0.63	1023	2.1	4.4	3.8	-1	-0.29	-0.48	0.99
16	COC(=O)c1ccc(C(=O)OC)c(NC(=O)CN2CCC(C)CC2)c1	-0.32	1197	3.2	1.5	7.9	0.15	-0.095	0.33	0.22
17	CNC(=S)N1CCN(C(=O)C2CCCO2)CC1 (centres undefined)	-0.14	1348	2.3	3.0	6.5	-0.6	-0.13	-0.084	0.85
18	O=C1c2ccccc2NC(c2cn[nH]c2-c2ccccc2)N1O (centres undefined)	0.62	1232	0.9	3.1	6.8	-0.94	-0.19	-0.63	0.61
19	CC(C)CNC(=O)c1cc(-c2ccc(Br)cc2)on1	0.23	1532	4.5	2.9	1.3	0.78	-0.33	0.76	0.41
20	COc1ccc(OC)c(NC(=O)c2ccc(Cl)cc2)c1	-0.11	1249	3.1	1.1	10	-0.36	-0.27	-0.19	0.69
21	Oc1ccc2ccc3cccc[n+]3c2c1	nt	nt	4.5	2.5	2.4	0.39	-0.16	0.17	0.052
22	COc1cc(C(=O)OCC(=O)Nc2sccc2C(N)=O)cc(OC)c1OC	-0.07	1356	4.7	2.5	9.3	1.6	-0.28	0.67	-1.8
23	COC(=O)c1ccc(N2CCN(S(=O)(=O)c3ccc4ccccc4c3)CC2)c([N+](=O)[O-])c1	-4	541	0.7	1.1	7.7	nt	nt	nt	nt
24	CC1(C)CC(=O)C(CC(=O)NC(=O)NCc2ccccc2)=C(O)C1	1.1	1185	3.0	1.6	5.5	-0.71	-0.14	-0.98	0.69

No.	Hep lipid drop	Hep lipid drop cells 6.5 µM	ER stress rescue	M1AAP inhibition	Yfh1-depleted yeast	Autophagy HCS	Autophagy HCS cell loss 18 h	P. falciparum M17LAP
13	-10	687	0.0%	5%	i	i	7	0%
14	-16	505	0.7%	-3%	i	i	-28	-2%
15	nt	nt	0.3%	9%	i	i	4	5.4µM*
16	3	688	-0.5%	-2%	i	i	4	8%
17	5	591	-1.7%	5%	i	i	-4	8%
18	-4	696	-0.6%	21%	i	i	-3	34%
19	nt	nt	0.5%	-10%	i	i	11	9%
20	2	613	-0.3%	-1%	i	i	36	-6%
21	nt	nt	nt	nt	i	i	-6	nt
22	-10	687	-1.2%	-2%	i	i	2	-2%
23	-7	657	-2.0%	9%	i	i	13	0%
24	-3	736	1.4%	1%	i	i	-1	2%

New compounds follow:
No.	molecule	Insulin prom up	Insulin prom up cell count	MT stabilize HCS	MT stabilize HCS Hoechst-high %	MT stabilize HCS cytotoxicity %	Dynein transport	Dynein transport cytoplasmic EGFP	Dynein transport nuclear GR-EGFP	Dynein transport cell count
25	O=C(Nc1ccc(N2CCOCC2)cc1)c1cc(F)c(F)cc1Cl	-0.04	1372	2.6	1.2	2.3	0.15	-0.22	-0.32	0.47
26	CCNC(=O)CN(c1ccc(OC)c(OC)c1)S(=O)(=O)c1ccccc1	0.18	1332	2.5	2.3	16	-0.4	0.019	0.51	0.71
27	CN(Cc1cn(-c2ccccc2)nc1-c1ccc2c(c1)OCO2)Cc1nccn1C	-0.62	1313	2.5	1.2	9.0	-0.31	-0.27	-0.17	0.42
28	COc1ccc2ccccc2c1/C=N/N1C(=O)CSC1=S	0.3	1194	2.6	1.9	3.7	-1.1	-0.15	-0.52	0.71
29	Cc1nn(C)c(C)c1S(=O)(=O)N1CCC(C(=O)NC2CCCc3ccccc32)CC1 (centres undefined)	-0.37	932	4.8	3.1	6.5	-0.9	-0.21	-0.47	0.37
30	Cn1c(=O)c2c(-c3ccccc3)n3c4ccccc4ncc3c2n(C)c1=O	nt	nt	2.2	2.6	7.9	-0.23	-0.27	-0.11	-0.5
31	Cc1cc(NC(=O)Nc2ccccc2F)ccc1Br	-0.17	1285	3.7	1.9	9.0	-0.14	-0.28	0.085	0.35
32	COc1ccc(N=C2C(=Nc3ccc(OC)cc3)N(c3ccc(N(C)C)cc3)C(=S)N2c2ccc(OC)cc2)cc1	nt	nt	2.6	1.8	10	-0.037	-0.13	0.016	0.62
33	CCCCSC(=S)N(C)C1CCS(=O)(=O)C1 (centres undefined)	-0.13	1470	0.5	1.9	7.6	-0.037	-0.2	-0.42	-0.3
34	NNC(=O)c1ccc(NS(=O)(=O)c2ccc(Br)cc2)cc1	-0.59	1276	nt	nt	nt	-0.52	-0.2	-0.64	0.12
35	COCC(C)n1c(C)cc(C(=O)COc2ccc(C)nc2[N+](=O)[O-])c1C (centres undefined)	-0.25	1314	1.5	1.7	6.1	-0.25	-0.27	0.034	-0.15

No.	Hep lipid drop	Hep lipid drop cells 6.5 µM	ER stress rescue	M1AAP inhibition	Yfh1-depleted yeast	Autophagy HCS	Autophagy HCS cell loss 18 h	P. falciparum M17LAP
25	18	593	-0.5%	2%	i	i	-3	23%
26	4	773	-2.6%	9%	i	i	4	6%
27	-6	678	6.6%	7%	i	+	-7.3*	2%
28	-17	652	2.5%	8%	i	i	20	9%
29	nt	nt	0.7%	-3%	i	i	4	-1%
30	nt	nt	nt	nt	i	i	0	nt
31	3	719	-1.5%	2%	i	i	6	-7%
32	65*	682*	0.4%	-2%	i	i	-1	16%
33	nt	nt	-2.6%	3%	i	i	23	3%
34	-7	721	nt	1%	i	nt	nt	4%
35	19	687	nt	8%	i	i	11	5%

Compounds were not picked by outcome; about 3.5% have a hit in one of these screens.
